# PLAP inhibitors HTS – PLAP enzyme inhibitors, biochemical, luminescence, HTS (AID 690) | Alkaline phosphatase, placental type (Homo sapiens) | purified PLAP, luminescent substrate; higher % means a stronger effect | one-dose inhibition, % at 20 µM; IC50 in µM for titrated hits | 0.08% of 96,000 active; in the data active = a potency from the dose series; inactive = the rest, 99 in 100 with inhibition below about 30%; also: strong numbers were not always called active
# MRP resist rev – reversal of MRP1-mediated doxorubicin resistance, primary screen, H69AR cells, doxorubicin co-treatment | H69AR cells + 2 uM doxorubicin, CellTiter-Glo, 72 h | differential viability (reversal), % at 10 µM | 0.04% of 85,000 active | AID 602, 2007;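 active = viability drop by adding the cancer drug above about 55%, with treated viability meeting a 40% cutoff, limit read from the data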;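 also: viability without doxorubicin minus viability with 2 µM doxorubicin for each compound; larger differential means the compound sensitizes cells more to doxorubicin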
# Bcl-B TR3 displacers – displacers of TR3 peptide from Bcl-B, primary screen, selectivity assay for Bfl-1 inhibitor project, biochemical, fluorescence polarization. Bcl-2-like protein 10 (Homo sapiens). FP displacement of FITC-TR3 peptide from Bcl-B; higher % means a stronger effect. displacement, % at 20 µM; hits with a dose series show IC50 in µM. 0.11% of 96,000 active;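 active = displacement above 50% at 20 µM plus a fluorescence interference ratio under 1.5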;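 also: plate controls were wells without compound for no effect and wells lacking Bcl-B protein for full effect; a part of the inactive calls stands beside numbers as strong as those of hits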
# NFkB transloc inh – inhibitors of IL-1B driven NFkB p65 nuclear import, primary screen, imaging, HUVEC, IL-1B stimulus, high-content imaging. HUVEC IL-1B NFkB p65 nuclear translocation imaging. inhibition, % at 2 µM. 0.43% of 94,000 active. AID 796, 2007;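 active = inhibition above about 30% together with a positive call from visual inspection of the well image, limit read from the data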;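 also: nuclear over cytoplasmic p65 intensity ratio measured by imaging; 0% = IL-1B stimulated DMSO wells and 100% = unstimulated DMSO wells; values of inactives mirror those of a sister screen read the other way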
# NFkB transloc pot – enhancers of NFkB p65 translocation in HUVEC – imaging, IL-1B stimulus, high-content imaging, primary screen | HUVEC IL-1B NFkB p65 nuclear translocation imaging | activation, % at 2 µM | 0.3% of 94,000 active | AID 819, 2007;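 active = activation above 40%, about the mean plus 3 SD, also judged a hit on visual image review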;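 also: percent activation is computed from the nuclear over cytoplasmic p65 intensity ratio; values of inactives mirror those of a sister screen read the other way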
# MRP resist rev cytotoxicity – second read-out of MRP resist rev, no call of its own (marks repeat the call); viability, %; H69AR cells, CellTiter-Glo, 72 h; measured here: cytotoxicity without doxorubicin
# MRP resist rev with doxorubicin – also measured in MRP resist rev; calls as there; viability, %; measured here: viability with 2 uM doxorubicin; hits give low values
# NFkB transloc inh cell count 2 µM – further read-out of NFkB transloc inh, marked with its call; cell count; measured here: cells passing quality filter;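 raw number of nuclei counted in each imaged well without normalization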
# NFkB transloc pot cell count 2 µM – second read-out of NFkB transloc pot, no call of its own (marks repeat the call); cell count; measured here: cells passing quality filter
# * hit, by the source's call; . = no result given. This is a subset. The share of hits here may be higher or lower than overall.
# Second line of a record: NFkB transloc inh cell count 2 µM, NFkB transloc pot, PLAP inhibitors HTS, NFkB transloc inh, MRP resist rev, NFkB transloc pot cell count 2 µM, MRP resist rev with doxorubicin, MRP resist rev cytotoxicity, Bcl-B TR3 displacers
C/C(=N\OC(=O)c1cccc(C)c1)c1sc(-c2ccccc2)nc1C
→ 103, -3, -6%, 3, ., 103, ., ., 1%
O/N=C(\c1ccc2c(c1)OCCO2)C1CCCCC1
→ 159, 3, 9%, -3, -4, 159, 98, 93, 3%
O=C(NNC(=S)NCc1ccco1)c1ccc(Cl)s1
→ 152, 3, -27%, -4, ., 152, ., ., -8%
O=C(NCCCN1CCN(CCCNC(=O)c2ccc3c(c2)OCO3)CC1)c1ccc2c(c1)OCO2
→ 105, -2, -31%, 2, 17, 105, 80, 98, -6%
Cc1nn(Cc2ccc(C(=O)Nc3nccs3)cc2)c(C)c1Cl
→ 196, -22, -30%, 22, -6, 196, 75, 69, 0%
CC(=O)Nc1ccc(C(=O)c2ccccc2)cc1
→ ., ., 4%, ., 1, ., 86, 87, 6%
COc1ccccc1C(=O)OCCN1CCOCC1
→ 161, 20, 16%, -20, 43, 161, 62, 104, 6%
O=C(CSc1nnc(COc2cccc3cccnc23)o1)N1CCc2ccccc21
→ 93, -1, 11%, 1, -11, 93, 62, 51, 4%
O=C(CCCN1C(=O)c2cccnc2C1=O)N1CC(=O)N(CCc2ccccc2)C(=O)C1
→ 193, -5, 2%, 4, 1, 193, 97, 98, -12%
CNC(=O)CCn1nc(-c2ccccc2)c2ccccc2c1=O
→ 92, -14, -16%, 14, -6, 92, 83, 77, -4%

# The list goes on:
# Second line of a record: NFkB transloc inh cell count 2 µM, NFkB transloc pot, PLAP inhibitors HTS, NFkB transloc inh, MRP resist rev, NFkB transloc pot cell count 2 µM, MRP resist rev with doxorubicin, MRP resist rev cytotoxicity, Bcl-B TR3 displacers
Cc1cc2c(c(SCC(=O)NCCc3ccccc3)n1)C(=O)OC2
→ 164, -3, -4%, 3, 13, 164, 73, 85, 4%
COc1cc(C(=O)Nc2cccc(-c3nc4cc(C)ccc4o3)c2C)cc(OC)c1OC
→ 130, 6, 12%, -6, -5, 130, 79, 73, -4%
Nc1nonc1-c1nc2ccccc2n1CC(=O)O
→ 198, 11, -21%, -11, 5, 198, 89, 94, 31%
CCOCCCNS(=O)(=O)c1ccc2c(c1)CCN2C(C)=O
→ 178, 2, -11%, -2, 1, 178, 91, 92, 3%
CSc1nc(-c2ccccc2)nn1S(=O)(=O)c1ccc(Cl)cc1
→ 40, 3, 11%, -3, -10, 40, 63, 54, -11%
CCOC(=O)/C(N)=C/c1ncc(C(F)(F)F)cc1Cl
→ 130, 6, 1%, -6, ., 130, ., ., -8%
CCCS(=O)(=O)N1CCC(C(=O)N2CCN(Cc3ccccc3)CC2)CC1
→ 183, 4, -23%, -4, 14, 183, 84, 98, 2%
Clc1ccccc1OCc1nn2c(-c3ccncc3)nnc2s1
→ 114, 26, 33%, -26, 11, 114, 80, 91, -32%
CC(C)(C)c1ccc(C(=O)Oc2ccc3c(c2)OCC3=O)cc1
→ 165, 3, 11%, -4, -10, 165, 88, 78, 1%
Cc1cc(NC(=O)c2cc(CC(C)C)on2)no1
→ ., ., 6%, ., 1, ., 94, 96, 2%

# More entries:
# Second line of a record: NFkB transloc inh cell count 2 µM, NFkB transloc pot, PLAP inhibitors HTS, NFkB transloc inh, MRP resist rev, NFkB transloc pot cell count 2 µM, MRP resist rev with doxorubicin, MRP resist rev cytotoxicity, Bcl-B TR3 displacers
C/C(N)=C(/C#N)C(=O)COC(=O)C1Cc2ccccc2CN1S(C)(=O)=O (configuration not stated)
→ 192, 10, -39%, -10, 18, 192, 83, 100, -3%
Cc1cccc(C)c1NC(=O)CSc1nnc(-c2ccncc2)n1Cc1ccco1
→ 104, -14, -4%, 14, 10, 104, 84, 94, 9%
CC1C(=O)CCC1(C(=O)O)c1ccccc1 (configuration not stated)
→ 123, 12, -11%, -12, -7, 123, 99, 92, 3%
CCCCSc1nnc(CCC)n1N
→ 131, 35, ., -35, 17, 131, 89, 106, .
CCC(=O)c1ccccc1OCCCN1C(=O)NC(C)(C)C1=O
→ 109, 4, 19%, -4, 17, 109, 80, 98, 2%
O=C(CSc1nnc(-c2cccs2)n1-c1ccccc1)NCc1ccco1
→ 161, -1, 15%, 1, -5, 161, 81, 76, -4%
Cc1ccccc1CN1CCN(CC(=O)NCc2ccco2)C1=O
→ 162, 8, -54%, -8, -10, 162, 103, 93, -4%
O=C(NCc1ccccc1)N[C@@H](Cc1c[nH]c2ccccc12)C(=O)O
→ 102, -5, 5%, 5, -6, 102, 105, 99, 12%
CCOc1ccc(C(=O)OCCN(C)C)cc1
→ 187, 58*, 12%, -58, 5, 187*, 111, 116, 3%
CCO/C=C/C(O)(CNC(=O)COc1ccccc1F)C(F)(F)F (configuration not stated)
→ 139, 11, 9%, -11, 1, 139, 91, 92, 0%

# Other results
# Second line of a record: NFkB transloc inh cell count 2 µM, NFkB transloc pot, PLAP inhibitors HTS, NFkB transloc inh, MRP resist rev, NFkB transloc pot cell count 2 µM, MRP resist rev with doxorubicin, MRP resist rev cytotoxicity, Bcl-B TR3 displacers
CCOc1ccccc1CNC(=O)C1CCN(c2nc3ccccc3o2)CC1
→ 114, 13, -4%, -13, -22, 114, 95, 74, 5%
O=C(c1n[nH]c(=O)c2ccccc12)N1CCN(c2ccccc2)CC1
→ 125, 15, 0%, -16, 0, 125, 96, 96, 7%
CN1CCN(CCCC(=O)c2ccc(F)cc2)CC1
→ 136, 2, -2%, -2, 2, 136, 91, 93, -5%
O=C(Nc1cccc(F)c1)C1CC(=O)N(c2ccc(Br)cc2)C1 (configuration not stated)
→ 175, 11, 5%, -11, ., 175, ., ., -3%
COC(=O)c1ccc(Sc2ccccc2NS(=O)(=O)c2ccc(C)cc2)nc1
→ 143, 9, -27%, -9, ., 143, ., ., -6%
Cn1c2ccccc2c2c(C(=O)N3CCN(c4ccccc4)CC3)cn(C3CCCC3)c(=O)c21
→ 67, -12, -65%, 12, 7, 67, 66, 72, -14%
Cc1ccc(NC(=O)N2CCCC2C(=O)Nc2ccc(-n3cnnn3)c(C)c2)cc1 (configuration not stated)
→ 125, 4, ., -4, 21, 125, 79, 100, .
O=S(=O)(NCCSCc1ccc(Cl)cc1Cl)c1ccc2c(c1)OCCO2
→ 109, -2, 21%, 2, ., 109, ., ., 2%
O=C(CSc1nnc(COc2cccc3ccccc23)o1)N1CCN(C(=O)c2ccco2)CC1
→ 120, -10, ., 10, ., 120, ., ., .
CCN(CC)S(=O)(=O)c1ccc2c(c1)nc(CCC(=O)OCC(=O)N1CCc3ccccc31)n2C
→ 65, 4, -1%, -4, ., 65, ., ., -22%

# Later entries.
# Second line of a record: NFkB transloc inh cell count 2 µM, NFkB transloc pot, PLAP inhibitors HTS, NFkB transloc inh, MRP resist rev, NFkB transloc pot cell count 2 µM, MRP resist rev with doxorubicin, MRP resist rev cytotoxicity, Bcl-B TR3 displacers
Cc1ccsc1-c1nc(-c2ccccc2)c(-c2ccccc2)[nH]1
→ 119, -7, -1%, 7, ., 119, ., ., 9%
CC(=O)NC1C(=O)N=C(SCC(=O)NC(C)c2ccccc2)NC1=O (configuration not stated)
→ 90, -12, -19%, 12, ., 90, ., ., -5%
N#C/C(=C\c1ccc(OCc2ccccc2)cc1)C(=O)Nc1nc2c(s1)CCN(Cc1ccccc1)C2
→ 136, -11, -15%, 11, -5, 136, 27, 22, -95%
COc1ccc(-c2oc(NC(=O)CCl)c(C#N)c2-c2ccc(OC)cc2)cc1
→ 78, 38, -39%, -38, -1, 78, 3, 2, 6%
CN(C)S(=O)(=O)Oc1ccccc1C(=O)Nc1cccc(C(F)(F)F)c1
→ 138, 6, 7%, -6, ., 138, ., ., 3%
CCCCN(C)Cc1c(C)[nH]c2ccc(C)cc2c1=O
→ 152, 1, 30%, -1, -2, 152, 91, 88, 2%
COc1ccc(C2C(C(=O)N3CCOCC3)=C(C)NC3=C2C(=O)CC(C)(C)C3)cc1O (configuration not stated)
→ 135, 21, 9%, -21, -15, 135, 110, 96, -9%
O=C(CSc1nnc(-c2cccnc2)o1)Oc1ccccc1
→ 84, 9, -3%, -9, ., 84, ., ., -8%
COCc1cc(C)nc(SCC(=O)N2CCC(C)CC2)c1C#N
→ 126, 2, -2%, -2, 3, 126, 69, 72, -1%
CC(NC(=O)COc1ccc(/C=N/NC(=O)C(=O)Nc2ccccc2Br)cc1)c1ccccc1 (configuration not stated)
→ 143, -4, -6%, 4, ., 143, ., ., 3%

# Further structures
# Second line of a record: NFkB transloc inh cell count 2 µM, NFkB transloc pot, PLAP inhibitors HTS, NFkB transloc inh, MRP resist rev, NFkB transloc pot cell count 2 µM, MRP resist rev with doxorubicin, MRP resist rev cytotoxicity, Bcl-B TR3 displacers
CCOC(=O)CNC(=O)Nc1cc(C(C)(C)C)nn1-c1ccccc1
→ ., ., -5%, ., -2, ., 91, 88, -14%
CN(C)c1nc(SCCOC(=O)COc2ccc(Cl)cc2Cl)nc(N(C)C)n1
→ 112, 4, -12%, -4, 0, 112, 92, 92, -8%
CC1(C)SC(=S)N(/N=C/c2ccc(O)cc2)C1N(O)C(=O)Nc1ccc([N+](=O)[O-])cc1 (configuration not stated)
→ 164, -3, 6%, 3, ., 164, ., ., 2%
COc1ccc2c3c(c(=O)oc2c1OCC(N)=O)CCCC3
→ 161, 8, 1%, -8, -4, 161, 95, 91, -9%
Cn1c(=O)c2c(SC3CCCC3)nc(CC(C)(C)C)nc2n(C)c1=O
→ 52, -5, ., 5, ., 52, ., ., .
CCn1cc(C(=O)NCc2ccc3c(c2)OCO3)c2cc(OC)c(OC)cc2c1=O
→ 111, -3, -10%, 3, 8, 111, 50, 58, -7%
Cn1cc(S(=O)(=O)N2CCC(Cc3ccccc3)CC2)c(=O)n(C)c1=O
→ 65, 5, -9%, -5, 12, 65, 82, 94, 27%
COC(=O)N/C(C)=C1/NC(=O)c2ccccc2C(c2ccccc2)N1 (configuration not stated)
→ ., ., 11%, ., 8, ., 92, 100, 7%
CCNc1cccc2c1C(=O)N(C)C2=O
→ ., ., 1%, ., 7, ., 86, 93, 142%
O=C(Cn1cc([N+](=O)[O-])cn1)Nc1nc2ccccc2s1
→ 133, 6, -10%, -6, ., 133, ., ., 0%

# Next section.
# Second line of a record: NFkB transloc inh cell count 2 µM, NFkB transloc pot, PLAP inhibitors HTS, NFkB transloc inh, MRP resist rev, NFkB transloc pot cell count 2 µM, MRP resist rev with doxorubicin, MRP resist rev cytotoxicity, Bcl-B TR3 displacers
CCC(C)(C(=O)NC1CCCCC1)N(Cc1ccco1)C(=O)c1ccccn1 (configuration not stated)
→ 194, 7, 4%, -7, -16, 194, 96, 79, 6%
Cc1ccccc1C(=O)N1CCN(c2nc(N3CCOCC3)nc(N3CCOCC3)n2)CC1
→ 169, -9, -64%, 9, 0, 169, 81, 81, -2%
CC(CCO)Nc1nc2c([nH]1)c(=O)n(C)c(=O)n2C (configuration not stated)
→ 102, 3, 3%, -3, 0, 102, 100, 99, -12%
c1cncc(-c2nc(NCc3ccco3)c3ccccc3n2)c1
→ 150, -8, 17%, 8, -26, 150, 84, 59, 4%
COc1ccc2nc(Nc3nc(C)c(C(C)=O)s3)sc2c1
→ ., ., -58%, ., -6, ., 78, 72, 3%
CC(=O)N(c1ccccc1)c1c(F)c(F)c(F)c(F)c1F
→ 106, 3, 10%, -3, 0, 106, 93, 92, -5%
COc1ccc(C(=O)N(CC2CCCO2)C(C(=O)NC2CCCC2)c2ccc(C)cc2)cc1OC (configuration not stated)
→ 141, 5, -48%, -5, ., 141, ., ., -2%

# Screens deposited in PubChem by several laboratories.
